Bioassay records as filed in PubChem BioAssay.
KLK5 inh = kallikrein 5 (human) inhibition. inhibition, % at 5 µM. Q9Y337. AID 873. recombinant hK5, fluorogenic AMC substrate cleavage. 210,000 tested, 0.59% active;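 active = inhibition of 40% or more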;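 also: 0% = enzyme controls without compound and 100% = no-enzyme blanks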
p97 inhibitor = inhibitors of human p97 ATPase; recombinant p97 ATPase, Kinase-Glo ATP luminescence, 3 h; inhibition, % at 8 µM; 220,000 tested, 0.42% active; in the data active = inhibition above about 15%;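 also: 0% = DMSO vehicle and 100% = wells lacking enzyme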
Furin inhibitor = inhibitors of human furin | P09958 | purified furin, fluorogenic substrate cleavage | inhibition, % at 30 µM | 220,000 tested, 0.061% active; in the data active = inhibition above about 25%; also: inactives centre near -15
Cl transport mod = modulators of human KCC2 chloride dependent transport; Q9H2X9; KCC2 cells, thallium flux FluoZin-2 fluorescence; B-score of Tl+ flux slope (higher = more flux/activation; lower = inhibition) at 10 µM; 190,000 tested, 2.2% active; AID 1456;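 active = thallium flux slope and its plate-corrected score both differing from the plate sample mean at a set confidence after two filtering rounds, in either direction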;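 also: slope of fluorescence scaled to starting intensity during 10 to 20 s after thallium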
FXIa inh 1536 = blocks human coagulation factor XIa protease activity | P03951 | purified FXIa, Boc-Glu-Ala-Arg-AMC fluorogenic substrate | inhibition, % at 5 µM | 220,000 tested, 0.14% active | AID 798;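 active = inhibition of at least 40%; inactive = inhibition below 40%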;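 also: fluorescence of freed AMC excited at 355 nm; 0% = enzyme without compound and 100% = no enzyme blank; many of its hits are not listed in these tables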
Wee1 stabilizer = blocks degradation of human Wee1 kinase; HeLa Luc-Wee1K328M stability, luciferase luminescence; 100% = proteasome inhibitor MG132 effect; P30291; 220,000 tested, 1.2% active; reporter increase, % at 5 µM;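 active = activation above the mean of all tested compounds plus 3 SD, set per screening run, cut at about 8.8% in these data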;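 also: cells exposed to compound for 20 h before luminescence read; 0% = DMSO alone and 100% = MG132 at 30 µM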
FXIIa inh 1536 = blocks human coagulation factor XIIa protease activity | purified FXIIa, Boc-QGR-AMC fluorogenic substrate, 2 h | 220,000 tested, 0.3% active | inhibition, % at 5 µM | P00748; in the data active = inhibition above about 40%;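 also: 0% = enzyme with no compound and 100% = blank without enzyme; many of its hits are not listed in these tables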
Thrombin inh = blocks human thrombin protease activity; P00734; alpha-thrombin, Boc-VPR-AMC fluorogenic substrate cleavage; inhibition, % at 5 µM; 220,000 tested, 0.26% active; AID 1046;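 active = inhibition at or above 40%; inactive = inhibition below 40%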;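 also: 0% = enzyme with no compound and 100% = wells without enzyme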
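Test system: human alpha-thrombin protein / Dosing: one concentration per compound, 5 µM, with 0.2% DMSO / Medium: pH 7.5 Tris-saline with Tween 20 / Benchmarks: no-compound enzyme wells and no-enzyme blanks / Read-out basis: percent inhibition of thrombin substrate cleavage / Timing: reaction at room temperature / Measured by: fluorescence, ex 355 nm, em 460 nm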
PERK inhibitor = inhibitors of human PERK kinase | Q9NZJ5 | CHO PERK-DD fusion, SEAP luminescence translation reporter | inhibition, % at 5.6 µM | 220,000 tested, 0.17% active;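 active = inhibition above the mean inhibition of all tested compounds plus 3 SD, set separately per screening campaign, cut at about 2.9% in these data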;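 also: PERK kinase domain activated by AP20187 dimerizer at 100 nM; 0% = DMSO with dimerizer and 100% = rapamycin at 8.4 µM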
Target sequence (Q9NZJ5 whole entry, looked up, the tested form may be a part): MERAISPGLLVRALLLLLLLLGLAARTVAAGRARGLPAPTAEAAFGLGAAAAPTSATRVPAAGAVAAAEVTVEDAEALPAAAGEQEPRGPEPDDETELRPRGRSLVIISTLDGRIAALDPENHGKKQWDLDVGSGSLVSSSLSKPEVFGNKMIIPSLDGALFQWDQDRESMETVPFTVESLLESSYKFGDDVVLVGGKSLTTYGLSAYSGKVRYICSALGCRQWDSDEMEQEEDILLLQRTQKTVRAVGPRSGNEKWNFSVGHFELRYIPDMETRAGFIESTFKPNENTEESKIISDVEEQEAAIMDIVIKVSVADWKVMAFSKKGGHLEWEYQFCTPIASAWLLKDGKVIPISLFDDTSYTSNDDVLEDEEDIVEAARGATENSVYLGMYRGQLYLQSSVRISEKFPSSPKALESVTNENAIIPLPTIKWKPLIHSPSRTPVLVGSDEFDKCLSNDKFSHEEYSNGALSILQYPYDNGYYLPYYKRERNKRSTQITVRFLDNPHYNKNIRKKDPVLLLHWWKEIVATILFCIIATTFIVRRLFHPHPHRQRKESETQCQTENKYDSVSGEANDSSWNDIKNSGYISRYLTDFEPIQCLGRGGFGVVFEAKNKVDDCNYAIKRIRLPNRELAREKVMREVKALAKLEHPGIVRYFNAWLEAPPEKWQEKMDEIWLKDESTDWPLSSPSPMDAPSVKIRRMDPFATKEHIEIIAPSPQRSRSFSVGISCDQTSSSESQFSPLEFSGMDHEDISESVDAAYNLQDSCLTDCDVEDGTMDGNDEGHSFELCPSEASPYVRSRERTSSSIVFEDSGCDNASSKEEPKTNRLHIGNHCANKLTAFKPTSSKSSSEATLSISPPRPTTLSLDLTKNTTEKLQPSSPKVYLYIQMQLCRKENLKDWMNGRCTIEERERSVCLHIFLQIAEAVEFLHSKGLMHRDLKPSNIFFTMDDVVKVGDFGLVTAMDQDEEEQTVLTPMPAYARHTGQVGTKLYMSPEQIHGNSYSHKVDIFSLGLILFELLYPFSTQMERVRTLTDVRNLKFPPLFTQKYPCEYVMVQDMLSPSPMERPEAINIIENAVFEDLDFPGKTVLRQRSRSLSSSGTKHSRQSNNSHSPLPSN
* = called active by the depositor; i = inactive; · = not tested or not shown; [ ] = remark or other dose. Compounds as they come; 4.4% or so of the library scored in one or more.

SMILES | KLK5 inh | p97 inhibitor | Furin inhibitor | Cl transport mod | FXIa inh 1536 | Wee1 stabilizer | FXIIa inh 1536 | Thrombin inh | PERK inhibitor
NNC(=O)c1cc2cc3ccccc3nc2s1 | 4 | 0 | -13 | 0.19 | -1 | 2 | 9 | 3 | -0.3
COc1ccc(C(=O)Nc2ccc(S(=O)(=O)Nc3nccnc3OC)cc2)cc1 | -11 | 8 | -10[20 µM] | 0.68 | -3 | -1 | 5 | 0 | 0.8
CCCCOc1ccc(N2C(=O)CC(NCc3ccncc3)C2=O)cc1 (stereo unspecified) | -6 | 5 | -18 | -0.22 | -2 | -2 | 5 | -13 | 2.1
C=CCOC(=O)C1=C(C)Nc2nnnn2C1c1cccc(OC)c1OC (stereo unspecified) | -4 | 0 | -20 | 0.33 | -11 | 2 | -20 | -9 | 0.4
CCOc1ccc(NC(=O)C(CC(=O)O)Cc2ccccc2)cc1 (stereo unspecified) | -2 | -3 | -18 | 0.99 | -6 | -1 | 1 | -9 | 0.8
O=C(NCc1ccc2c(c1)OCO2)c1ccc(N2CCCCCC2)c([N+](=O)[O-])c1 | 2 | -5 | -4 | -0.44 | -8 | 1 | 0 | -8 | -1.1
Cc1ccc(CNC(=O)CCC2CCCN(Cc3cccc4ncccc34)C2)o1 (stereo unspecified) | -1 | 4 | -35 | -0.12 | -3 | 0 | 9 | 8 | 0.3
NC(=O)C1CCN(C(=O)C2CCN(S(=O)(=O)c3ccccc3)CC2)CC1 | -3 | 2 | -28 | · | -4 | -1 | 19 | -3 | 1.1
O=C(COC(=O)c1cccc(S(=O)(=O)NCc2ccccc2)c1)c1ccccc1 | -7 | 1 | -34 | -0.24 | 4 | 0 | 11 | 0 | 0.3
Cc1nnc(C)c2c(C)n(Cc3ccc4c(c3)OCO4)c(C)c12 | -1 | 6 | -5[20 µM] | -1.5 | -5 | 0 | -4 | -6 | 0.8
N/C(Cc1cccs1)=N\OC(=O)COc1ccc(Cl)cc1Cl | -13 | -2 | -2[20 µM] | · | -18 | -2 | -4 | -11 | 0.5
COc1ccc(CC(=O)Nc2ccc(S(=O)(=O)Nc3cc(C)on3)cc2)cc1 | -10 | 2 | -10[20 µM] | 0 | 6 | -3 | 21 | 2 | -0.1
NC(=O)C1c2ccccc2CSc2ccccc21 (stereo unspecified) | 3 | 2 | -15[20 µM] | 0.18 | 9 | -2 | 11 | 0 | -0.1
Cc1cccc(CNc2ccc(C(CC(N)=O)NC(=O)c3ccccc3)cc2[N+](=O)[O-])c1 (stereo unspecified) | 3 | · | -20 | -1.1 | 4 | · | 10 | -2 | ·
COc1ccc(-c2noc(C3CCCN(C(=O)CCc4ccccc4)C3)n2)cc1 (stereo unspecified) | -12 | -7 | -24[20 µM] | -1.4 | 0 | 0 | 7 | 2 | -0.7
CC(=O)Nc1ccc(OCCC[n+]2ccccc2)cc1 | -5 | 3 | -23 | -0.87 | -5 | -3 | 3 | -9 | 0.4
O=C1C(=O)N(CCOCCO)C(c2ccccn2)/C1=C(\O)c1ccccc1 (stereo unspecified) | 5 | 2 | -14 | 0.039 | 5 | 5 | 13 | 1 | 1.2
COC(=O)c1ccccc1NC(=S)NC(=O)c1ccccc1C | -28 | 36* | -16[20 µM] | 4.7* | 9 | -2 | 5 | -1 | 0.5
CC(c1ccccc1)N1CC(C(=O)NC2CCCC2)CC1=O (stereo unspecified) | -17 | 8 | -26 | -0.3 | -4 | -4 | 11 | -15 | 0.9
CC(=O)NC(CC(=O)NC1CCCCC1)c1ccccc1 (stereo unspecified) | -2 | 8 | -22 | 0.25 | 7 | 9 | 10 | 0 | 0.6
CCOc1ccc(NC(=S)NNC(=O)c2cc(Br)ccc2Cl)cc1 | -14 | 1 | -7 | 8.5* | -5 | -2 | 1 | -5 | 0.7
COc1ccc(N2CCN(Cc3cc(=O)oc4cc(C)c(Cl)c(C)c34)CC2)cc1 | 4 | 1 | 1[20 µM] | -0.92 | -2 | -1 | 3 | -2 | 0.0
CCOC(=O)CC(=O)CSc1ccc2nnc(-c3ccc(C)cc3)n2n1 | 22 | 2 | -10 | · | -1 | 1 | 13 | 2 | 0.1
Cc1ccc2nc(/C(C#N)=C\c3ccc(N4CCOCC4)o3)[nH]c2c1 | -12 | -1 | -13[20 µM] | i | -5 | 9.4* | 4 | -4 | 0.3
CCOc1ccc(/C=N/NC(=O)Nc2ccccc2)cc1 | 1 | -1 | -30 | 0.6 | -2 | 4 | 11 | 0 | 1.1
Cc1ccc(OCC(=O)Nc2cc(S(=O)(=O)N3CCCCC3)ccc2C)c([N+](=O)[O-])n1 | 1 | 5 | -10 | 0.22 | -1 | 0 | 6 | -7 | -0.4
CC(C(=O)NCc1cccs1)N1C(=O)c2ccccc2C1=O (stereo unspecified) | 2 | -1 | -7[20 µM] | -0.11 | -5 | 6 | 9 | 0 | 0.4
CCCc1nc2oc3c(NCC(C)O)ncnc3c2c2c1CCCC2 (stereo unspecified) | -3 | 0 | -20 | 0.35 | -2 | -2 | 7 | 0 | 0.1
Cc1ccc(S(=O)(=O)Nc2ccccc2C(=O)Nc2nc(-c3ccc(F)cc3)cs2)cc1 | -24 | -3 | -12 | 0.72 | 3 | -2 | 6 | -4 | -0.6
FC(F)(F)c1ccc(-c2nc(=S)[nH][nH]2)cc1 | -6 | 0 | -19 | 0.53 | 4 | -3 | 9 | 5 | -1.0

Part of the list above, as a markdown table.
| Molecule | KLK5 inh | p97 inhibitor | Furin inhibitor | Cl transport mod | FXIa inh 1536 | Wee1 stabilizer | FXIIa inh 1536 | Thrombin inh | PERK inhibitor |
| --- | --- | --- | --- | --- | --- | --- | --- | --- | --- |
| Cc1ccc(S(=O)(=O)Nc2ccccc2C(=O)Nc2nc(-c3ccc(F)cc3)cs2)cc1 | -24 | -3 | -12 | 0.72 | 3 | -2 | 6 | -4 | -0.6 |
| FC(F)(F)c1ccc(-c2nc(=S)[nH][nH]2)cc1 | -6 | 0 | -19 | 0.53 | 4 | -3 | 9 | 5 | -1.0 |

(continued)
SMILES | KLK5 inh | p97 inhibitor | Furin inhibitor | Cl transport mod | FXIa inh 1536 | Wee1 stabilizer | FXIIa inh 1536 | Thrombin inh | PERK inhibitor
Cc1cccc(Nc2nc(N)nc(CCl)n2)c1C | 1 | 2 | -6 | -1.9 | 3 | 3 | 7 | 14 | -1.8
COc1ccccc1N1CCN(c2ccc(N3C(=O)CCC3=O)cc2[N+](=O)[O-])CC1 | -6 | 2 | -24 | -0.5 | -3 | 3 | 6 | -8 | 0.3
CC(C)CN(CC(C)C)C(=O)C12CCC(C)(C(=O)O1)C2(C)C (stereo unspecified) | -12 | 4 | -14[20 µM] | -0.69 | -10 | -1 | 1 | -2 | 0.4
Cc1ccc(C)c2[nH]c(=O)c(C(c3nnnn3Cc3ccco3)N3CCc4ccccc4C3)cc12 (stereo unspecified) | -7 | 1 | -15 | -0.55 | 1 | -3 | 14 | -10 | -0.7
CCN1CCN(Cc2ccc(NC(=O)Nc3ccccc3Cl)cc2)CC1 | 29 | 4 | -25 | -0.48 | -7 | -1 | 5 | -7 | 0.3
O=C(CCNS(=O)(=O)c1ccc(Br)s1)NCc1ccc(F)cc1 | 2 | 4 | -10 | -0.18 | -4 | 0 | 2 | -2 | 0.3
Cc1cc(C(=O)CCl)c(C)n1CCc1ccccc1 | 1 | 5 | -22 | -0.71 | 8 | 6 | 8 | · | 0.3
COc1cc(C(C[N+](=O)[O-])c2c(C)[nH]c3ccccc23)ccc1O (stereo unspecified) | 0 | 3 | -10 | -0.86 | 17 | -2 | 22 | 11 | 0.0
Cc1ccc(C2C3C(=O)N(c4ccccc4)C(=O)C3N3CCCN23)cc1 (stereo unspecified) | -2 | 8 | -32 | -0.5 | 9 | -2 | 2 | -3 | 1.8
CC(C)CC(OC(=O)c1ccco1)C(=O)NCC1CCCO1 (stereo unspecified) | -12 | 0 | -17 | -3.5 | 2 | -2 | 11 | 3 | -0.9
CCc1c(C(=O)N/N=C/c2cn[nH]c2-c2ccc(F)cc2)csc1C | -13 | 1 | -19 | -1.2 | 1 | -1 | 13 | -5 | 0.6
COC(=O)c1c(NC(=O)CC2NCCNC2=O)sc2c1CCCC2 (stereo unspecified) | 9 | 5 | 12[20 µM] | · | 0 | 0 | 0 | 1 | -0.1
O=[N+]([O-])c1ccc(Cl)cc1N1CCOCC1 | -8 | -2 | -6 | 0.97 | -4 | -3 | 2 | -8 | -0.9
CCn1cc(C(=O)OCC(=O)c2cc(C)n(-c3ccccc3)c2C)c(=O)c2ccc(C)nc21 | 0 | 3 | -13 | -0.78 | 7 | 0 | 8 | -5 | 0.1
CCn1ccnc1C(O)c1cccc(OC)c1 (stereo unspecified) | 14 | -1 | -29 | 0.0095 | 4 | -2 | 12 | -1 | 0.3
CCOC(=O)N1CCN(C(=O)CSCc2ccc(Br)cc2)CC1 | 19 | -5 | -18 | -0.64 | -2 | -3 | 13 | 3 | -1.2
CCOc1ccc(-c2nc(C#N)c(NCc3ccco3)o2)cc1 | -10 | 1 | -19 | · | -3 | -2 | 0 | 0 | -0.5
CCOC(=O)C1(Cc2cccc(OC)c2)CCN(Cc2ccccc2OC)CC1 | · | 0 | -29 | 0.19 | -1 | 1 | 5 | -4 | 1.5
Cc1nc2sccn2c1-c1nc(-c2cc3ccccc3o2)cs1 | 5 | -9 | -1 | -0.28 | 2 | -2 | 15 | 5 | -0.9
COc1ccc(C(=O)CSc2nnc(-c3ccccn3)n2Cc2ccco2)cc1 | 3 | -4 | -28 | -0.57 | -12 | 3 | -1 | -4 | 0.1

Four of these compounds, set out differently.
KLK5 inh	p97 inhibitor	Furin inhibitor	Cl transport mod	FXIa inh 1536	Wee1 stabilizer	FXIIa inh 1536	Thrombin inh	PERK inhibitor	molecule
-1	6	-5[20 µM]	-1.5	-5	0	-4	-6	0.8	Cc1nnc(C)c2c(C)n(Cc3ccc4c(c3)OCO4)c(C)c12
-13	-2	-2[20 µM]	·	-18	-2	-4	-11	0.5	N/C(Cc1cccs1)=N\OC(=O)COc1ccc(Cl)cc1Cl
-10	2	-10[20 µM]	0	6	-3	21	2	-0.1	COc1ccc(CC(=O)Nc2ccc(S(=O)(=O)Nc3cc(C)on3)cc2)cc1
3	2	-15[20 µM]	0.18	9	-2	11	0	-0.1	NC(=O)C1c2ccccc2CSc2ccccc21 (stereo unspecified)

Additional entries
SMILES | KLK5 inh | p97 inhibitor | Furin inhibitor | Cl transport mod | FXIa inh 1536 | Wee1 stabilizer | FXIIa inh 1536 | Thrombin inh | PERK inhibitor
CN(C(=O)OCc1ccccc1)C(CC(N)=O)C(=O)O (stereo unspecified) | -6 | -2 | -28 | 1.8 | -3 | -1 | 5 | -2 | 0.2
CN(C)c1ccc(NC(=O)CSc2nc3c(c(=O)[nH]2)CCCC3)cc1 | 1 | 3 | -15 | -0.75 | 8 | -1 | 9 | -4 | 0.7
N#Cc1c(N)nc2c(c1-c1cccc(O)c1)CCCCCC2 | -25 | 4 | 4 | -2.6 | 4 | -3 | 9 | -5 | -1.4
O=C(CCC(=O)OCCCC(F)(F)C(F)(F)F)NC1CCCCC1 | -26 | 2 | -18[20 µM] | 0.59 | -14 | 1 | 2 | 0 | 1.8
CCCCC(CC)C(=O)Nc1cc([N+](=O)[O-])ccc1F (stereo unspecified) | -7 | -8 | -17 | 0.63 | -2 | 0 | 8 | -21 | -0.2
CC(=O)Nc1cccc(NC(=S)Nc2cccc(Cl)c2C)c1 | -4 | 6 | -10 | 0.77 | 7 | -1 | 8 | 2 | 2.1
